Bioassay records (PubChem)
Pol III holo inh: blocks replication by bacterial DNA polymerase III holoenzyme; reconstituted DNA polymerase III holoenzyme replication, biochemical; Potency, µM (top dose mostly 57.1 µM), for inactives: at the top dose activity change, negative = inhibition; 71,000 tested, 0.25% active; AID 603; note: potency is the fitted concentration of half-maximal effect; % is set by controls: 0 for no effect and ±100 for the full control effect
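Reconstituted *E. coli* holoenzyme (0.35 nM Pol III, 1 nM beta, 154 nM SSB, 2 nM primase) was preincubated with compound for 15 min at RT. Synthesis on 1.4 nM ssM13Gori ran 35 min, then was stopped with PicoGreen/EDTA and read as dsDNA fluorescence.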
HBB splice mod: alters splicing of the hemoglobin beta chain; HBB splicing reporter cell assay, activation; EGFP reporter with mutant IVS2-654 intron; response scale: normalised to 500 nM splice-correcting PNA; Potency, µM (doses to about 46.1 µM), inactives show top-dose activation, most hits filed as activators; 65,000 tested, 0.06% active; AID 925; note: potency is the fitted concentration of half-maximal effect; 0% is about no effect
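HeLa cells stably expressing EGFP interrupted by mutant beta-globin intron 2 (IVS2-654), 500/well in 2% FCS. Treated with compound for 2 days at 37C. Splicing correction scored as total well GFP intensity (488 nm excitation, 500-520 nm emission); 500 nM antisense PNA served as control.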
HADH2 inhib: blocks human hydroxyacyl-CoA dehydrogenase type II. Q99714. Potency, µM (top dose mostly 57.1 µM), without a hit: at the top dose activity change, negative = inhibition, actives largely listed as inhibitors. 73,000 tested, 3.4% active. recombinant HADH2, NADH fluorescence, beta-hydroxybutyryl-CoA; note: potency is the fitted concentration of half-maximal effect; % is set by controls: 0 for no effect and ±100 for the full control effect; nearly all actives have a fitted effect of over 60% in size; many of its hits are not listed in these tables
Target sequence (Q99714 whole entry, looked up, one chain of several): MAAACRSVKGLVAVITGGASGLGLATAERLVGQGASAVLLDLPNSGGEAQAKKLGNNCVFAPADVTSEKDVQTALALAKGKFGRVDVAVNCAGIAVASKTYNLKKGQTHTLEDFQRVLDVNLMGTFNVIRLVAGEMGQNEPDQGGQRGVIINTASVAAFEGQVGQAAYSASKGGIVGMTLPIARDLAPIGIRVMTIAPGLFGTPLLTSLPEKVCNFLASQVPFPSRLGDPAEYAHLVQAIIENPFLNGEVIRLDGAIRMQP
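20 nM HADH2 + cpd, 15 min RT; add 1 mM NAD+/90 uM beta-hydroxybutyryl-CoA; kinetic fluorescence 360/450 nm, 4 min. Tris-HCl pH 9.0, 0.01% Tween-20.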
USP2a inhib: inhibitors of human ubiquitin-specific protease USP2a; O75604; USP2a enzymatic assay, qHTS inhibition; Potency, µM (series often up to 38.3 µM), for the others: at the highest dose activity change, negative = inhibition, usual class: inhibitors; 60,000 tested, 0.1% active;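 note: potency is the fitted concentration of half-maximal effect; nearly all actives have a fitted effect of over 60% in size; plate controls were DMSO for no effect and NEM full inhibition control for full effect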
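USP2 core (20nM final) preincubated 30 min RT with compound, then Ub-PLA2 20nM and NBD C6-HPC 20uM final added; buffer 20mM Tris-HCl pH 8.0, 2mM CaCl2. Fluorescence Ex 460/Em 535 read at 0 and 2.5 h; normalized to NEM.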
CRE Fsk mod: alters forskolin-stimulated CRE reporter signaling in CHO cells. AID 662. CHO CRE-bla reporter (cAMP response element driving beta-lactamase), forskolin EC10, beta-lactamase ratio. Potency, µM (titrated, usually from 38.2 µM), for inactives: top-dose activity change, negative = inhibition, actives largely listed as activators. 71,000 tested, 2.5% active; active = well fitted activation curve with a large enough effect in the signal ratio, with a control signal flat, not every such curve was filed as active; inconclusive = small, poorly fitted or top-dose-only effect, or effect the other way, or a change in a side signal; the % refers to the signal ratio; note: potency is the fitted concentration of half-maximal effect; % of control where 0% means no effect
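CRE-bla CHO cells stimulated with EC10 NKH 477 (water-soluble forskolin) and compound titrations, 3 h at 37C; beta-lactamase read with CCF4 after 2 h at room temperature. Activity from 460/530 nm emission ratio, AC50 values for positive or negative modulation.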
UbGFP stabilizer: inhibits proteasome, raising ubiquitin-GFP reporter fluorescence; Ubiquitin-GFP reporter cells, proteasome inhibition, GFP fluorescence; response scale: untreated = 0%, 10 µM MG-132 = 100%; Potency, µM (titrated, usually from 45.9 µM), for the others: at the top dose activation (GFP accumulation), actives largely listed as activators; 67,000 tested, under 10 active; AID 526; active = well fitted activation curve with a large enough effect, not every such curve was filed as active; inconclusive = small, poorly fitted or top-dose-only effect, or another doubt; inactive = no such curve, though single readings can be large or run the other way; note: potency is the fitted concentration of half-maximal effect
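Reporter cells (U2OS, ubiquitin-G76V-GFP fusion) are plated overnight, then treated 4 hr at 37 °C with compound titrations from 46 uM down to 2.9 nM. Activity is scaled against untreated cells and 10 uM MG-132.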
Hsp90 Hop PPI: changes Hsp90-Hop TPR2A binding signal, up or down | AID 595 | AlphaScreen TPR2A-His6 binding biotin-Hsp90 C-terminal peptide | 71,000 tested, 0.44% active | Potency, µM (titrated, usually from 57 µM), without a hit: at the highest dose activity change, negative = inhibition; active = well fitted curve in either direction with a large enough effect; inconclusive = small, poorly fitted or top-dose-only effect, or another doubt; note: potency is the fitted concentration of half-maximal effect; % is set by controls: 0 for no effect and ±100 for the full control effect; many of its hits are not listed in these tables
GFP derepression: epigenetic modulators derepressing GFP locus in mouse cells; mouse C127i GFP locus derepression, cytometry, 30 h; Potency, µM (top dose mostly 46.1 µM), for inactives: at the top dose GFP derepression (activation); 68,000 tested, 0.09% active; note: % of control where 0% means no effect
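Read-out is the number of GFP-positive cells, scored as fluorescent objects 20 to 120 um wide, reflecting derepression of a silenced CMV-GFP reporter in murine C127i cells after 30 h compound exposure at 37 C.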
15-hLO inh: blocks human 15-lipoxygenase activity | P16050 | purified 15hLO-1, xylenol orange hydroperoxide absorbance | Potency, µM (highest dose often 57.1 µM), without a hit: top-dose activity change, negative = inhibition, hits mostly inhibitors | 74,000 tested, 1.4% active; note: potency is the fitted concentration of half-maximal effect; % is set by controls: 0 for no effect and ±100 for the full control effect; nearly all actives have a fitted effect of over 55% in size
Target sequence (P16050 whole entry, looked up): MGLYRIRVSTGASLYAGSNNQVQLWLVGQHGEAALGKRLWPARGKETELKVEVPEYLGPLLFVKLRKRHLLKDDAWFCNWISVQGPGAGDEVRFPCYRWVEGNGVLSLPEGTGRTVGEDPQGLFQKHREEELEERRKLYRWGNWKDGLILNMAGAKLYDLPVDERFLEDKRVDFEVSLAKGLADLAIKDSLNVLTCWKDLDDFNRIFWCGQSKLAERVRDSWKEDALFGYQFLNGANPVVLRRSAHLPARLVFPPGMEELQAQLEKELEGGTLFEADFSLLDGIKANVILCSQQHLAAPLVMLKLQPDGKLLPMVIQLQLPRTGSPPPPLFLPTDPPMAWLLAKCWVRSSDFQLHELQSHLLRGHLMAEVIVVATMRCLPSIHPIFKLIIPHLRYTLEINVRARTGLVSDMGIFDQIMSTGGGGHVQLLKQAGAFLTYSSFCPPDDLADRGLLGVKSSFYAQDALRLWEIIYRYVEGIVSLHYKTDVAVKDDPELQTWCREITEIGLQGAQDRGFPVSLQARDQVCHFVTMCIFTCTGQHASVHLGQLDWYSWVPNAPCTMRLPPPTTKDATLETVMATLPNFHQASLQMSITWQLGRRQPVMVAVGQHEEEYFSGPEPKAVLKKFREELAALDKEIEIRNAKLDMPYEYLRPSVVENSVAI
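Quantitative HTS in 25 mM Hepes pH 7.5 containing 0.01% Triton X-100: human 15hLO-1 at 40 nM, arachidonic acid at 50 uM, 6 min turnover. Product quantified via ferrous oxidation/xylenol orange, 573:405 nm absorbance ratio.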
BRCT inh red: disrupts BRCA1 BRCT binding to phosphoprotein, red fluorophore readout; P38398; 75,000 tested, 0.03% active; Potency, µM (highest dose often 76.9 µM), without a hit: at the top dose activity change, negative = inhibition, usual class: inhibitors; BRCT-phosphopeptide binding, red fluorescence polarization; note: % is set by controls: 0 for no effect and ±100 for the full control effect
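Rhodamine-labelled pBACH1 10-mer (100 nM) bound to BRCT domain (100 nM) at pH 7.3; compounds incubated 12 min room temperature, polarization read. Free peptide defines full inhibition; unlabelled decapeptide titrated as control.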
BRCT inh green: BRCA1 BRCT-phosphoprotein interaction inhibition. P38398. BRCA1 BRCT-phosphopeptide binding, green fluorescence polarization. Potency, µM (highest dose often 76.9 µM), for inactives: top-dose activity change, negative = inhibition, actives largely listed as inhibitors. 75,000 tested, 0.05% active. AID 875;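 note: potency is the fitted concentration of half-maximal effect; plate controls were peptide without protein for full effect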
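Compounds were incubated for 12 min at room temperature with a complex of 100 nM fluorescein-tagged pBACH1 decapeptide and 250 nM His-tagged BRCT protein. Buffer was phosphate pH 7.3 with EDTA, DTT and Tween 20. Disruption of binding lowers the polarization signal.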
* marks the source's active call; other numbers are inactive results; ? = inconclusive; . = no result given; [ ] = dose if it differs, or a comment. Unless noted, calls come from the whole dose curve; as a rule, active = well fitted curve in the direction sought with a large enough effect; inconclusive = small, poorly fitted or top-dose-only effect, or another doubt; inactive = no such curve, though single readings can be large; an effect the other way counts as inactive or inconclusive. Not all compounds are listed. The share of hits here may be higher or lower than overall.

SMILES	Pol III holo inh	HBB splice mod	HADH2 inhib	USP2a inhib	CRE Fsk mod	UbGFP stabilizer	Hsp90 Hop PPI	GFP derepression	15-hLO inh	BRCT inh red	BRCT inh green
CCc1c(C(=O)Nc2ccncc2)csc1C	-4%	-2.2%	8%	-6%	2%	-4%	-5%	-2%	7%	-1.2%	-0.2%
CC(C)(C)Cc1nnc(NS(=O)(=O)c2ccc(F)cc2)s1	-4%	.	?	-4%	-6%	0%	0%	1%	-5%	-0.6%	-5.9%
O=C(COn1nnc2ccc(C(F)(F)F)cc21)Nc1nnc(-c2ccccc2)o1	6%	0.2%[57.5 µM]	71%[activator]	5%	6%	0%	?	0%	80%[activator]	-0.5%	-1.0%
COc1ccccc1C(=O)N(CN1CCCC1=O)c1cccc(Cl)c1	0%	-1.9%[57.5 µM]	0%	3%	-2%	3%	-2%	2%	8%	-0.6%	0.9%
Cc1c(C(=O)OC(C)C)[nH]c2c1C(=O)CC(C)(C)C2	-1%	-0.2%	-1%	0%	11%	3%	-5%	3%	-1%	-0.7%	-3.7%
COc1ccc(C(=O)N2CCC3(CCCN(c4ccccn4)C3)CC2)cc1	-3%	2.7%	?	25%	-9%	1%	-4%	2%[9.22 µM]	-10%	-1.2%	-3.1%
CCOC(=O)c1sc(NC(=O)CN2CCCC2)c(C(=O)OCC)c1C	-7%	0.7%	-3%	11%	8%	-4%	1%	5%	1%	-0.8%	-0.6%
Cc1ccc(S(=O)(=O)N(c2ccccc2)C2CCS(=O)(=O)C2)cc1 (configuration not stated)	-4%	0.5%[57.5 µM]	15%	.	-1%	1%	-2%	0%	9%	-0.8%	-0.6%
CCOc1cc(N2CCOCC2)c(OCC)cc1NC(=O)COC(=O)CCc1c[nH]c2ccccc12	-4%	1.0%[0.369 µM]	-17%	7%	11%	.	-9%	4%	-17%	-0.8%	-1.7%
O=C(NCCC1=CCCCC1)C1CCN(S(=O)(=O)c2cccc3nsnc23)CC1	-5%	0.3%	?	11%	-21%	-3%	-5%	3%	-12%	-0.1%	-1.5%

Record cards, as listed above.
COc1ccc(C(=O)N2CCC3(CCCN(c4ccccn4)C3)CC2)cc1 is entered as Pol III holo inh: -3%; HBB splice mod: 2.7%; HADH2 inhib: ?; USP2a inhib: 25%; CRE Fsk mod: -9%; UbGFP stabilizer: 1%; Hsp90 Hop PPI: -4%; GFP derepression: 2%[9.22 µM]; 15-hLO inh: -10%; BRCT inh red: -1.2%; BRCT inh green: -3.1%
O=C(NCCC1=CCCCC1)C1CCN(S(=O)(=O)c2cccc3nsnc23)CC1 is entered as Pol III holo inh: -5%; HBB splice mod: 0.3%; HADH2 inhib: ?; USP2a inhib: 11%; CRE Fsk mod: -21%; UbGFP stabilizer: -3%; Hsp90 Hop PPI: -5%; GFP derepression: 3%; 15-hLO inh: -12%; BRCT inh red: -0.1%; BRCT inh green: -1.5%

Next results
SMILES	Pol III holo inh	HBB splice mod	HADH2 inhib	USP2a inhib	CRE Fsk mod	UbGFP stabilizer	Hsp90 Hop PPI	GFP derepression	15-hLO inh	BRCT inh red	BRCT inh green
Cc1cc(C)n(-c2nc3nonc3nc2-n2nc(C)cc2C)n1	-4%	.	-8%	-6%	3%	-7%	2%	0%	5%	0.3%	-0.9%
Cc1cc(Nc2ccccc2F)n2ncnc2n1	-12%	0.5%	-2%	.	?	9%	2%	-1%	-4%	-0.9%	-1.3%
O=C(C1COc2ccccc2O1)N1CCN(Cc2ccc3c(c2)OCO3)CC1 (configuration not stated)	-11%	-1.4%	-8%	16%	-5%	-10%	2%	-2%	4%	-0.3%	-2.2%
CCCCc1c(C(=O)O)cc(OC)cc1C(=O)O	-5%	0.3%	0%	-6%	-7%	-3%	?	5%	5%	-0.1%	-0.4%
Cc1nc(C)c(C(=O)NCc2ccc(Cl)cc2)o1	0%	0.0%[1.84 µM]	-16%	28%	?	25%	0%	0%	-13%	-2.4%	-0.8%
CC(=O)N1CCN(c2ccc(Nc3nc(C)nc4c3oc3ccccc34)cc2)CC1	1%	3.3%	-7%	11%	1µM*	0%	?	2%	-11%	1.1%	-4.0%
COc1ccc2[nH]cc(CCNc3cc(-c4ccccc4OC)ncn3)c2c1	-9%	0.4%	-16%	145%[activator]	-24%	-1%	-26%	5%[9.22 µM]	-22%	-0.3%	-1.7%
O=C(c1ccncc1)N1CCC2(CC1)CCN(c1ccncc1)CC2	-2%	1.9%	-5%	13%	10%	4%	0%	9%[9.22 µM]	6%	-1.7%	-0.8%
Nc1nnc(CCc2ccccc2)s1	-11%	1.0%	0%	-6%	0%	-8%	-1%	-2%	0%	0.2%	-0.1%
COc1ccc(NC(=O)c2c(F)c(F)c(F)c(F)c2F)cc1Cl	7%	0.2%	8%	-4%	-9%	-1%	4%	12%	6%	0.6%	-1.2%
CCOc1ccc(-c2n[nH]c(C)c2Oc2ccc(OC)cc2)c(O)c1	-8%	0.5%[0.369 µM]	-9%	?	6%	0%	-7%	5%	?	-2.6%	0.2%
COCC(=O)N(Cc1cc2cc(OC)ccc2[nH]c1=O)c1ccccc1OC	-1%	0.6%[0.369 µM]	-20%	7%	14%	.	-5%	2%	-7%	1.0%	-2.9%
CCOC(=O)c1c(CN2CCOCC2)n(C)c2cc(Br)c(O)c(CN(C)C)c12	0%[11.4 µM]	-3.0%[0.0738 µM]	-9%[11.4 µM]	25%[7.66 µM]	?	1%[9.17 µM]	-8%[11 µM]	2%	?	-2.0%	-1.3%
COCCNc1nc(-c2ccc(C(=O)N(C)C)cc2)nc2ccccc12	-27%	0.6%	-5%	?	?	0%	-7%	-1%[9.22 µM]	72%[activator]	-0.3%	-2.1%
O=C(O)CNC(=O)c1ccc(CO)o1	0%	0.1%	0%	.	-3%	.	2%	.	8%	0.5%	-0.9%
O=C(Nc1ccccc1N1CCN(C(=O)c2ccc(Cl)cc2)CC1)c1cccnc1	5%	3.3%	5%	34%[activator]	?	0%	-13%	0%	-10%	-1.0%	0.3%
COC(=O)C1CCCN1C(=O)c1cccs1 (configuration not stated)	-4%	1.1%	-7%	0%	6%	-1%	1%	4%	4%	0.3%	1.3%
CC(C)(C)OC(=O)NCCc1nnc(SCC(N)=O)o1	1%	0.2%[57.5 µM]	7%	1%	-4%	-4%	0%	-5%	10%	1.2%	-1.1%
COC(=O)CSc1nc2c(c(=O)[nH]c(=O)n2C)n1CCC(C)C	-3%	0.4%[57.5 µM]	-1%	.	?	-2%	-2%	-2%	6%	-1.1%	-0.1%
O=C(NCc1ccccc1)NC1(C(=O)N2CCCC2)CCCCC1	0%	-1.2%	-3%	-1%	-14%	2%	3%	-4%	3%	0.4%	-2.0%
CCCCCCNC(=O)Cc1nc2nc(C)cc(C)n2n1	-2%	2.9%	15%	1%	?	2%	-1%	3%	6%	-0.4%	-1.8%
COc1cc2nncc(SCc3ccc(Cl)c(Cl)c3)c2cc1OC	-4%[11.4 µM]	0.9%[9.22 µM]	8%[11.4 µM]	.	?	7%[9.17 µM]	-5%[11 µM]	3%[9.22 µM]	11%[11.4 µM]	0.2%[15.4 µM]	-0.7%[15.4 µM]
CC(C)(C)c1cn(-c2ccccc2)c(=S)[nH]1	-4%	1.2%	-4%	-3%	-7%	9%	-1%	1%	2%	0.9%	-2.9%
OC(c1cccc(OCc2ccccc2)c1)c1nnc(-c2ccccc2)o1 (configuration not stated)	-8%	-2.0%	24%	-11%	?	-4%	1%	1%	?	-1.4%	0.1%
Cc1nc(NC2=NCN(CC3CCCO3)CN2)nc2ccccc12 (configuration not stated)	-26%	.	10%	4%	5%	-6%	-5%	-2%	?	0.5%	0.5%
CCC(=O)N(Cc1cc2cc(OC)ccc2[nH]c1=O)c1cc(C)ccc1C	15%	.	-13%	1%	?	-5%	-1%	-1%	-8%	-3.1%	0.0%
COCCCNC(=O)CSC1=Nc2ccccc2C2=NC(CC(=O)NCc3ccccc3)C(=O)N12 (configuration not stated)	-10%	-0.1%	25µM*	9%	-21%	-1%	7%	-1%	4%	-0.8%	-3.0%
Cc1ccc(C)c(C(=O)CSc2n[nH]c(C(C)C)n2)c1	-5%	0.0%	-2%	22%	-17%	-3%	0%	-1%	1%	0.0%	-2.8%
